Pf gametocyte: late stage P. falciparum gametocyte viability inhibitors, primary screen, ATP luminescence, HTS | inhibition, % at 10.9 µM | AID 743093, 2013 | 150,000 tested, 0.065% active | P. falciparum stage V gametocytes, 24 h;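 active = inhibition above the mean plus 3 SD of compounds within the control limits, set per campaign, cut at about 38% in these data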;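 also: 0% = DMSO wells and 100% = medium only without gametocytes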
* hit, by the source's call. Only part of the results is shown; rates above refer to the full screens.

Start of the data: the first 6 entries, to show the layout:
smiles,Pf gametocyte
O=C(Oc1ccc(C(=S)N2CCOCC2)cc1)c1ccc([N+](=O)[O-])cc1,16
O=c1[nH]c2ccccc2nc1NCc1ccccc1,5
CC1CC(C)CN(CC(O)COCc2ccccc2)C1 (stereo not drawn),-6
COc1ccc(C2C(C#N)=C(N)Oc3cc(O)ccc32)cc1Cl (stereo not drawn),14
CC(C)C[C@@H](CN=[N+]=[N-])N1CCN(C)CCC1=O,19
O=C(Cn1cnc([N+](=O)[O-])c1)c1ccc(F)cc1,-8

The whole of this part, from the start:
smiles,Pf gametocyte
O=C(Oc1ccc(C(=S)N2CCOCC2)cc1)c1ccc([N+](=O)[O-])cc1,16
O=c1[nH]c2ccccc2nc1NCc1ccccc1,5
CC1CC(C)CN(CC(O)COCc2ccccc2)C1 (stereo not drawn),-6
COc1ccc(C2C(C#N)=C(N)Oc3cc(O)ccc32)cc1Cl (stereo not drawn),14
CC(C)C[C@@H](CN=[N+]=[N-])N1CCN(C)CCC1=O,19
O=C(Cn1cnc([N+](=O)[O-])c1)c1ccc(F)cc1,-8
O=[N+]([O-])c1ccc(/C=N/n2c(-c3ccccc3)n[nH]c2=S)cc1,-22
O=C(Nc1cccc(Cl)c1Cl)C1CCCC1,18
CC(=O)OCCc1c2ccccc2c(CCCN(C)C)c2ccccc12,7
C#CCOCCOCCOCCNc1nc(N2CCN(C(=O)[C@H](CCCN=C(N)N)n3cc(C(N)[C@@H](C)CC)nn3)CC2)nc(N2CCN(C(=O)[C@H](CCC(=O)O)n3cc([C@@H](N)CCCCN)nn3)CC2)n1 (stereo partly drawn),-19
N#CCNC(=O)C1c2ccccc2Oc2ccccc21,14
CC(C)Cc1cc(C(=O)Nc2ccccc2)c2ccccc2n1,1
Fc1ccc(NC(=S)NCc2ccccc2)cc1,6
COc1ccc(N(CC(=O)Nc2ccccc2OC)S(=O)(=O)c2ccc(OC)c(OC)c2)cc1,-22
CCc1ccc(Nc2n[n+](C)c(-c3ccncc3)s2)cc1,24
CCN1C(=O)[C@H]2[C@@H](c3ccc(C)cc3)N3C(=O)N(c4ccc(C(F)(F)F)cc4)C(=O)[C@@]3(CC(C)C)[C@H]2C1=O,-12
COc1cccc(/C=C2/C(=O)NN(c3ccc(C)c(C)c3)C2=O)c1,-4
C=CCNc1cccc(Br)c1,18
O=C(C#Cc1ccccc1)Nc1ccccc1F,-29
COc1ccc(C2CC(=O)C(C=NCCCO)=C(O)C2)cc1 (stereo not drawn),0
CCOc1ccccc1NC(=O)CN1CCc2ccccc2C1,-7
CCOC(=O)CSc1nnc(COc2ccc3ccccc3c2)o1,2
Cc1nnc(NC(=O)CN2CCN(Cc3ccccc3Cl)CC2)s1,8
Cc1ccccc1NC(=O)Cn1c(=O)oc2ccccc21,-2
COc1cc(C(=O)NCCNc2nc3cc(C)ccc3cc2C#N)cc(OC)c1OC,0
COc1ccc(OC)c(/C=N/n2c(C)nc3ccccc3c2=O)c1,-28
COc1ccc(Cl)cc1C(=O)NCCCn1ccnc1,-28
CCOC(=O)[C@H]1[C@H]2COc3cc(OC)ccc3[C@@H]2N2C(=O)c3cc(F)c(F)cc3NC(=O)[C@@]12C,9
COc1ccc(CNC(=S)Nc2ccccc2)cc1,3
CN(C)C1=NCCN1CCCCc1ccccc1,13
CCCS(=O)(=O)c1c(S(=O)(=O)CCC)c2ccc(C(N)=O)cn2c1C(=O)c1ccccc1,11
CCOc1ccccc1C(=O)NCCCCNC(=O)c1ccccc1OCC,17
CC(=O)C(=Nc1cccc(Cl)c1)NNc1ccccc1C,14
Cc1cc(N/N=C/c2ccc(O)cc2)c2cccc(C)c2n1,1
O=C(CCc1ccc(F)c(F)c1)NC1CCCN(Cc2ccc(Cl)cc2)C1 (stereo not drawn),0
O=C(NCCCO)/C(=C\c1ccco1)NC(=O)c1ccco1,8
CCOC(=O)c1sc(NC(=O)CSc2nc(-c3ccco3)cc(C(F)(F)F)n2)c(C(=O)OCC)c1C,-12
Cc1cc(OC(C)C(=O)Nc2ccncc2)ccc1Cl (stereo not drawn),1
CN(CCOc1ccc(F)cc1)Cc1ccccc1,-5
Cc1ccc(OCC(=O)Nc2cc(NC(=O)COc3ccc(C)c(C)c3)cc(C(=O)O)c2)cc1C,-7
ClC1(CNc2ccccc2)CCN(Cc2ccccc2)CC1,14
COc1ccc(C(=O)OCc2c(-c3ccccc3)ncc3ccccc23)cc1,13
COc1cc2oc3ccc(C#Cc4ccccn4)cc3c(=O)c2cc1OC,2
CN1CCN(CC(=O)N2c3ccc(S(=O)(=O)NCCNC(=O)OC(C)(C)C)cc3C(=O)Nc3cccnc32)CC1,9
O=C(NN=C1CCCC1)c1ccc(O)cc1,6
COc1cc(CN2CCCC(N3CCc4ccccc4C3)C2)c(Cl)cc1O (stereo not drawn),-12
COCCCNC(=S)N1CCN(c2nc(C)nc3sc4c(c23)CCCC4)CC1,19
CC(=O)c1cn(CC(=O)Nc2ccccc2F)c2ccccc12,-12
CCOC(=O)C[C@H]1c2ccccc2S(=O)(=O)N1c1ccccc1,-4
COc1cc2cnc(-c3ccccc3F)cc2cc1OC,-3
CC(C)N(Cc1ccc(F)cc1)C(=O)c1cc2ccccc2oc1=O,-12
Nc1ccc(C#Cc2ccc3sc4ccccc4c(=O)c3c2)cc1,-22
CCOc1cc2[nH]c(=O)n(CC3CCC(C(=O)NCCC(C)C)CC3)c(=O)c2cc1OCC (stereo not drawn),-15
COc1ccc(OC)c(C2C(C(C)=O)=C(C)Nc3ncnn32)c1 (stereo not drawn),6
O=C(O)CCC(=O)N1N=C(c2ccco2)CC1c1ccco1 (stereo not drawn),19
COc1ccc(C(=O)Nc2ccc3ccccc3n2)c(OC)c1OC,-12

Grouped by structure: those above with an aryl thioether with sulfur outside any ring (two)
smiles,Pf gametocyte
CCOC(=O)CSc1nnc(COc2ccc3ccccc3c2)o1,2
CCOC(=O)c1sc(NC(=O)CSc2nc(-c3ccco3)cc(C(F)(F)F)n2)c(C(=O)OCC)c1C,-12

(further entries)
smiles,Pf gametocyte
O=C(CCCc1ccccc1)Nc1nccs1,-9
Nc1nc2ccccc2n1Cc1ccc(Cl)c(Cl)c1,-24
O=C(Nc1ccc(-c2n[nH]c(=S)o2)cc1)c1ccccc1Cl,-22
COc1ccc2c(c1)C(c1ccc(Cl)cc1)NC(=O)C2 (stereo not drawn),16
COc1ccc2cc3c(nc2c1)OCC3,-1
O=C(CCCl)N1CCN(c2nc(-c3ccccc3)cs2)CC1,0
CCOc1ccc(C(=O)NCc2ccc3c(c2)OCO3)cc1,14
CSCCCN1CC[C@@H](N2CCN(c3ccccc3F)CC2)[C@H](O)C1,-3
Cc1ccc(O)c(NC(=S)NC(=O)/C=C/c2ccccc2)c1,12
C=CCS(=O)(=O)N1CCCC(N2CCN(c3ccccc3OC)CC2)C1 (stereo not drawn),-14
O=c1[nH]c(-c2ccccc2)nn1-c1ccc(Br)cc1Br,-5
CC1CCN(C(=O)Cn2nnc(-c3ccccc3)n2)CC1,-13
Cc1ccc(C2=NCCn3c2c2ccccc2[n+]3[O-])cc1,5
Cc1cc(Cl)ccc1NC(=O)c1ccc2c(c1)OCO2,16
CC(=O)N1c2ccc(C)cc2C(c2ccccc2)CC1C (stereo not drawn),-13
Cn1c(=O)[nH]c(=O)c2c1nc(SCCC(=O)O)n2Cc1cccc(Br)c1,-8
COc1ccc([C@H]2CC(=O)C=C(c3cc(C)ccc3F)C2)cc1,4
CSc1ccc(S(=O)(=O)NC2CC3CCC2C3)cc1 (stereo not drawn),-10
NC(=O)CC(NC(=O)c1ccccc1)c1ccc(NC2CCCCCCC2)c([N+](=O)[O-])c1 (stereo not drawn),9
OCC[C@H]1C[C@@H](O)[C@H](O)[C@@]2(OCc3ccccc32)O1,12
O=C(Nc1nc2ccccc2s1)Nc1ccc(F)cc1F,-3
COC(=O)N/N=C(C)/C=C/c1ccccc1,11
CCOC(=O)[C@@H]1[C@H]2COc3ccc(Br)cc3[C@H]2N2C(=O)N(c3ccc(F)cc3)C(=O)[C@]12C,-16
CC(C)(C)OC(=O)[C@H](Cc1ccccc1)NC(=O)c1nc[nH]c1C(=O)N1CCc2ccccc2C1,10

Reprinted at random: 3 compounds from above
smiles,Pf gametocyte
O=C(Nc1nc2ccccc2s1)Nc1ccc(F)cc1F,-3
COc1ccc([C@H]2CC(=O)C=C(c3cc(C)ccc3F)C2)cc1,4
COC(=O)N/N=C(C)/C=C/c1ccccc1,11

(list continues)
smiles,Pf gametocyte
Cc1nc(C)n(C(Oc2ccc(Cl)cc2Cl)C(=O)C(C)(C)C)n1 (stereo not drawn),-3
CCCCNC(=O)[C@@](CC)(ONc1ccccc1C(F)(F)F)c1cccc2ccccc12,-5
Cc1ccccc1CC(=O)NCC1CCCCC1,-15
O=C(O)c1ccc(CSc2nnc(-c3ccc(Cl)cc3)o2)cc1,-6
CCN(CC)CC(=O)Nc1c2c(nc3ccccc13)N(C)CC2,-16
O=C(O)c1ccccc1-c1ccccc1C(=O)Nc1ccc(OC(F)(F)F)cc1,6
COc1ccc(Cl)cc1C(=O)Nc1ccc2c(c1)OCCO2,14
S=C(NCCc1ccccc1)N/N=C/c1cccs1,-28

Further entries follow.
canonical_smiles,Pf gametocyte
CC(C)Oc1ccc(OCCSc2nc3ccccc3n2CC(=O)O)cc1,6
COc1cc2cnc(-c3ccccc3)c(C(=O)c3ccc(F)cc3)c2cc1OC,12
C[C@H]1C=CC(=O)O[C@H]1c1ccccc1,-33
CCN(CC)S(=O)(=O)c1cccc(C(=O)Nc2cc(C)on2)c1,10
CCOc1ccccc1C1NC(=O)NC(C)=C1C(=O)OCc1ccccc1 (stereo not drawn),-3
CC(=O)Nc1ccc(NC(=O)c2ccc(N(Cc3ccccc3C)S(C)(=O)=O)cc2)cc1,12
O=C(NC1CCCC1)c1cccc2c1C(=O)c1ccc(Cl)cc1S2(=O)=O,10
Cc1cc(Cn2nc(C(=O)NCc3cccc(C(F)(F)F)c3)cc2-c2ccccc2)on1,14
CCOC(=O)C1CCN(CCCSc2ccc(Cl)cc2)CC1,16
CC(NC(=O)CCCc1ccccc1)c1ccncc1 (stereo not drawn),11
C=CCNc1oc(-c2cccc(Cl)c2)nc1C#N,25
CC(=O)c1ccc(S(=O)(=O)N2CCC(NC(=O)c3ccccc3)CC2)cc1,-32
Cc1cc(C)c(S(=O)(=O)N2CCN(c3ccccc3)CC2)c(C)c1,-22
Cc1ccc(/C=N\NC(=O)CC(=O)NCCc2ccccc2)cc1,-19
O=C(Nc1ccccc1)N1CCC(C(=O)N2CCN(S(=O)(=O)c3cccc(F)c3)CC2)CC1,10
COCC(C)NC(=O)c1cc2c(ccc3ccccc32)oc1=O (stereo not drawn),1
Nc1nc(N)nc(-c2cc([N+](=O)[O-])ccc2O)n1,6
COc1ccc(S(=O)(=O)Nc2ncccc2C)c2ccccc12,4
C[C@@H]1CN([C@@H](C)CO)C(=O)Cc2cc(NC(=O)Nc3ccc(F)cc3)ccc2O[C@@H]1CN(C)Cc1ccc(Cl)c(Cl)c1,15
Cc1ccccc1-c1cc(C(=O)O)n(CC2CC(c3cccnc3)=NO2)n1 (stereo not drawn),28
Cc1c(NC(=O)CCc2ccc(S(=O)(=O)N3CCOCC3)cc2)c(=O)n(-c2ccccc2)n1C,3
COc1ccc(-n2c(C)ccc2-c2ccccc2)cn1,8
CC(C)(C)OC(=O)[C@H](Cc1ccccc1)NC(=O)c1nc[nH]c1C(=O)NC1CCNCC1,12
O=C(NNC(=S)NC(=O)c1ccccc1)c1ccc([N+](=O)[O-])cc1,-9
COc1ccc(N2CCN(CC(=O)Nc3ccc(C)c(C)c3)CC2)cc1,14
COc1ccc(/C(O)=C2/C(=O)C(=O)N(CCN3CCNCC3)C2c2cccc([N+](=O)[O-])c2)cc1 (stereo not drawn),-3
CCc1nc2ccccc2c(=O)n1/N=C/c1ccc(OC)cc1,-14
CC(=O)c1ccc(NC(=O)c2ccc3nc(C)sc3c2)cc1,-34
CC(C)(C)c1ccc(C(=O)NCCN2CCOCC2)cc1,11
Cc1c(NC(=O)CSCc2ccccc2)cccc1C(=O)O,19
O=C(O)CC(c1ccccc1)N1C(=O)c2ccccc2C1=O (stereo not drawn),-15
O=C1c2cccc3cccc(c23)C(=O)C1(O)O,6
CC(C)(CNC(=O)c1ccccc1F)CNC(=O)c1ccccc1F,6
CCc1nnc(NC(=O)CN2CC(C)OC(C)C2)s1 (stereo not drawn),23
O=C1c2ccccc2C(=O)N1Nc1ccc([N+](=O)[O-])cc1[N+](=O)[O-],-2
Cc1cccc(CC(=O)NCCN2CCCCC2)c1,-4
C=CCNC(=O)CN(Cc1ccccc1)S(=O)(=O)c1ccc(C)cc1,-1
CCCN1CCC(=O)N([C@H](CSc2ccccc2)c2ccccc2)CC1,-16
c1cn2c(NC3CCCCC3)c(-c3ccc(SC4CCCCC4)cc3)nc2cn1,-1
CC1(C(=O)N2CCN(Cc3ccccc3Cl)CC2)CC1(Cl)Cl (stereo not drawn),3
OCC[C@H]1C[C@@H](O)[C@H](O)[C@]2(CCCc3ccccc3O2)O1,4
CC(NC(=S)NC1CCCCC1)c1ccccc1 (stereo not drawn),1
CCOc1ccccc1N(CC(=O)N1CCc2ccccc2C1)S(C)(=O)=O,-10
Cc1cccc(CC(=O)NCCN2CCOCC2)c1,-11
CC(=O)c1ccc(Nc2cc(C)nc3ncnn23)cc1,2
O=C(c1ccncc1)N1CCN(S(=O)(=O)c2ccc3ccccc3c2)CC1,-14

Filtered by structure: the compounds so far with a thiophene ring, fused or not (three)
canonical_smiles,Pf gametocyte
CCOC(=O)c1sc(NC(=O)CSc2nc(-c3ccco3)cc(C(F)(F)F)n2)c(C(=O)OCC)c1C,-12
COCCCNC(=S)N1CCN(c2nc(C)nc3sc4c(c23)CCCC4)CC1,19
S=C(NCCc1ccccc1)N/N=C/c1cccs1,-28

Bioassay records as filed in PubChem BioAssay.
